# Autofluor Jurkat = compound autofluorescence on Jurkat cells, primary screen, artefact control for VLA-4 allosteric ligand project, cell-based, flow cytometry | active compounds read high; 1 = vehicle-only cell background | fluorescence ratio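 (tested at 10 µM compound in the well)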 | actives 0.61% (n = 24,000);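 active = fluorescence ratio above 2.44, which is 1 plus 3 SD of all ratios; inconclusive = signal too bright to measure linearly, ratio around 10 or more; inactive = fluorescence ratio below 2.44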;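 also: green fluorescence of cells measured with 488 nm excitation and 530 nm emission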
# VLA-4 antagonist = inhibitors of LDV-FITC binding to Mn2+-activated VLA-4, primary screen, Jurkat cells; AID 529, 2006; actives 0.2% (n = 24,000); inhibition, % at 10 µM (by protocol); LDV-FITC binding with Mn2+, flow cytometry; 100% = Mn2+-driven binding gain fully reversed; Integrin alpha-4 (Homo sapiens), P13612;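 active = inhibition above 50%; inconclusive = compound itself fluorescent, judged against control cell fluorescence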;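 also: 0% = Mn2+ stimulated cells lacking compound and 100% = ligand binding without Mn2+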
# Target sequence (P13612 whole entry, looked up): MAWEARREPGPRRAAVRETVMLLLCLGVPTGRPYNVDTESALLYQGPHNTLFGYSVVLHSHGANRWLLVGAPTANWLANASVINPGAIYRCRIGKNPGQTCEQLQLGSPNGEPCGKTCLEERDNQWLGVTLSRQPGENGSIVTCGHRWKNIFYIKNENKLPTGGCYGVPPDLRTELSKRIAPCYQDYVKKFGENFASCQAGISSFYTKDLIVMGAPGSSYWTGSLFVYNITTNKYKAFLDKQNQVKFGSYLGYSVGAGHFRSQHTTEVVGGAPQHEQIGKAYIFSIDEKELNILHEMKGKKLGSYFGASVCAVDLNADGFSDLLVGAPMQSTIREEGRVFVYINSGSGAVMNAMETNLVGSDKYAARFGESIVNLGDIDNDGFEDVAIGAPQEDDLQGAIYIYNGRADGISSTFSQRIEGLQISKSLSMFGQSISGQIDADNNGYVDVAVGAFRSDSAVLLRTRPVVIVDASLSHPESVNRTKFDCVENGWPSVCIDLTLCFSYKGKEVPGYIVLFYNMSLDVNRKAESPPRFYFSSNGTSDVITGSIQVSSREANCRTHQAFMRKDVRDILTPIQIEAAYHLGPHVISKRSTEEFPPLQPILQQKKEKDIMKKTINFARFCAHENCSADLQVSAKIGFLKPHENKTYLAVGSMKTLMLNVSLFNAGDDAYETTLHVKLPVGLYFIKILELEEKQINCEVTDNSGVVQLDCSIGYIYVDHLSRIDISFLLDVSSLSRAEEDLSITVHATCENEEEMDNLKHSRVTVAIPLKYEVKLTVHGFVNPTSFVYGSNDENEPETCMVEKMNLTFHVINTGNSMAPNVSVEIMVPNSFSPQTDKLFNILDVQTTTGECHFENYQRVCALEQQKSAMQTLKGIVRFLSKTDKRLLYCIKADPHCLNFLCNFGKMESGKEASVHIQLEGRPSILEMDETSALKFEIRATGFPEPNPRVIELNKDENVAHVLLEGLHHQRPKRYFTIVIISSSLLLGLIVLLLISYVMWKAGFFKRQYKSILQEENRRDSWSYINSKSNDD
# VLA-4 allo ag = enhancers of LDV-FITC binding to VLA-4 integrin, primary screen, Jurkat cells, flow cytometry; Integrin alpha-4 (Homo sapiens), P13612; activation, % at 10 µM (by protocol); 24,000 tested, under 10 active; AID 528, 2006;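 active = fluorescent ligand binding to cells raised by more than 40% of the manganese-induced maximum; inconclusive = compound's own fluorescence above 85% of the ligand control signal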;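 also: 0% = ligand binding without compound and 100% = manganese-stimulated maximal binding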
# LNCaP diff act = activators of LNCaP prostate cell differentiation, primary screen, flow cytometry side scatter; 4 d; side scatter shift, % at 10 µM; actives 0.56% (n = 24,000); AID 795, 2007;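 active = side scatter shift above 30%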;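 also: androgen-responsive LNCaP prostate cancer cells in charcoal-stripped serum medium; percent of cells past a gate set so DMSO wells show 10% shift; higher shift means more granular cells and more differentiation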
# * = called active by the depositor; ? = inconclusive.
1) O=C(C1CC1)N1CCN=C1SCc1ccc(F)cc1
2) O=C(CCNS(=O)(=O)c1ccc(Cl)cc1)NCc1cccnc1
3) Cc1ccc(-c2cn3cccnc3n2)cc1NC(=O)c1c(-c2ccccc2Cl)noc1C
4) CCOC(=O)CN(C(=O)c1ccccc1)c1ccccc1C
5) CCc1nn(C(C)C(=O)NCCc2ccc(OC)c(OC)c2)c(=O)c2cc3occc3n12 (configuration not stated)
6) CSc1nnc(Cc2cc(=O)[nH]c(=O)[nH]2)n1-c1cc(C)ccc1C
screen / no.	1	2	3	4	5	6
Autofluor Jurkat	1	1.1	1.1	0.93	1.1	0.92
VLA-4 antagonist	6	1	-8	-33	-5	6
VLA-4 allo ag	5	-3	9	4	1	7
LNCaP diff act	2	5	3	19	14	7

7) CCCC1c2ccc(C)n2CCN1C(=O)Nc1ccc(F)cc1 (configuration not stated)
8) N#Cc1ccccc1Cn1c(=O)n(CCCC(=O)NCc2ccc3c(c2)OCO3)c(=O)c2ccccc21
9) Cc1cc(C(=O)COc2cccc3cccnc23)c(C)n1C
10) O=C(CCC1N=C2c3ccccc3N=C(SCc3ccc(Cl)cc3)N2C1=O)NCc1ccco1 (configuration not stated)
11) CCOC(=O)N1CCN(c2cc(=O)n(-c3ccccc3Cl)c(=O)[nH]2)CC1
12) COc1cc(S(=O)(=O)N2CCOCC2)ccc1NC(=O)COC(=O)c1ccccn1
screen / no.	7	8	9	10	11	12
Autofluor Jurkat	2.2	1.1	1.1	1.2	1.1	0.99
VLA-4 antagonist	?	?	-2	?	-2	1
VLA-4 allo ag	?	-2	6	?	1	1
LNCaP diff act	8	6	17	0	12	5

13) CCn1cc(C(=O)NCCCOC(C)C)c2cc(OC)c(OC)cc2c1=O
14) Cc1ccc(CS(=O)(=O)Cc2ccc(C(=O)NCCCN3CCOCC3)o2)cc1
15) O=C(Cn1cnc2c(cnn2-c2ccc(Cl)cc2)c1=O)NCC1CCCO1 (configuration not stated)
16) COc1cccc(C2CC(c3cccc(Br)c3)n3ncnc3N2)c1 (configuration not stated)
17) COc1ccc(N2CCN(C(=O)c3cccc(N4C(=O)C5CC=CC(C)C5C4=O)c3)CC2)cc1 (configuration not stated)
18) Cc1nc2c(c(=O)n1CC1CCCO1)c1nc3ccccc3nc1n2CC(C)C (configuration not stated)
screen / no.	13	14	15	16	17	18
Autofluor Jurkat	0.83	1	1.1	1.1	1.2	0.98
VLA-4 antagonist	6	-4	-22	7	20	-1
VLA-4 allo ag	7	-1	-4	-1	-7	-2
LNCaP diff act	12	8	16	7	11	9

19) COc1ccc(-n2c(SCC(=O)N3CCCCC3C)nnc2-c2cccnc2)cc1 (configuration not stated)
20) Cn1c(Cn2c(=O)sc3ccccc32)nnc1SCC(=O)Nc1ccc(Cl)cc1
21) Clc1ccc(C2CC(c3cccs3)n3ncnc3N2)c(Cl)c1 (configuration not stated)
22) O=C(C1CCN(c2nnc(-n3cccc3)s2)CC1)N1CCc2ccccc2C1
23) O=C(C1CC1)N1CCc2cc(S(=O)(=O)N3CCCc4ccccc43)ccc21
24) COc1cc(SC)ccc1C(=O)Nc1ccccc1C#N
screen / no.	19	20	21	22	23	24
Autofluor Jurkat	0.95	0.82	1.1	1.1	0.99	1.1
VLA-4 antagonist	-11	-7	-1	1	-21	-8
VLA-4 allo ag	1	-1	-5	-6	3	2
LNCaP diff act	4	7	14	8	13	12

25) COc1cc(C2CC(=O)NC3=C2C(=O)CC(C)(C)C3)cc(OC)c1O (configuration not stated)
26) Cc1ccc2nc3ccc(N4CCCC4)nn3c(=O)c2c1
27) Cc1c(C(=O)OCCOC(C)C)[nH]c2c1C(=O)CC(c1ccco1)C2 (configuration not stated)
28) CCOc1ccc(NC(=O)CN2CCN(CC(=O)c3ccc(OC)c(OC)c3)CC2)cc1
29) CC(C)OCCCn1c(=S)[nH]c2ccc(N3CCOCC3)cc2c1=O
30) Cc1noc(C(=O)N2CCN(c3ccc(F)cc3)CC2)c1Cl
screen / no.	25	26	27	28	29	30
Autofluor Jurkat	1	1	1.1	0.99	1	1.1
VLA-4 antagonist	-9	-14	-21	6	-5	-7
VLA-4 allo ag	7	-2	4	-1	5	0
LNCaP diff act	11	5	14	4	4	5

31) CC(C(=O)Nc1cccnc1)N1C(=O)C2C3C=CC(C3)C2C1=O (configuration not stated)
32) CC1(C(=O)NC2CCCCCCC2)CCC(=O)N1Cc1cccnc1 (configuration not stated)
33) Cc1ccc(CNC(=O)C2CCCN(S(C)(=O)=O)C2)cc1 (configuration not stated)
34) COc1ccc(CCNC(=O)C2CCN(S(=O)(=O)N3CCCCCC3)CC2)cc1OC
35) O=C(CSc1nnc(-c2ccccc2)o1)Nc1ccccc1F
36) COc1ccc(CCn2c(-c3ccco3)nc3nc4ccccc4nc32)cc1
screen / no.	31	32	33	34	35	36
Autofluor Jurkat	1	0.97	1	0.92	1	1.7
VLA-4 antagonist	-7	31	3	-45	-19	?
VLA-4 allo ag	4	-3	8	4	3	?
LNCaP diff act	15	13	3	2	23	10

37) COC(=O)c1ccc2c(=O)n(CCCCCC(=O)N3CCN(c4ccccc4)CC3)c(=O)[nH]c2c1
38) CCOC(=O)C1CCN(C(=O)CN(Cc2ccccc2)S(C)(=O)=O)CC1
39) Cc1ccc(-n2nc3c(c2NC(=O)c2ccc(S(=O)(=O)N4CCOCC4)cc2)CSC3)c(C)c1
40) CCOC(=O)N1CCN(c2c(N3CCc4ccccc4C3)c(=O)c2=O)CC1
41) COc1cccc(C(=O)CSc2nnc(COc3cccc4cccnc34)o2)c1
42) CC(NC(=O)CN1C(=O)COc2ccccc21)c1ccccc1 (configuration not stated)
screen / no.	37	38	39	40	41	42
Autofluor Jurkat	1.2	1	0.99	0.91	1	0.96
VLA-4 antagonist	21	-22	-25	-10	26	-1
VLA-4 allo ag	-8	4	11	-2	0	6
LNCaP diff act	8	4	14	4	10	6

# In the list so far, these contain a halogen.
1) O=C(C1CC1)N1CCN=C1SCc1ccc(F)cc1
2) O=C(CCNS(=O)(=O)c1ccc(Cl)cc1)NCc1cccnc1
3) Cc1ccc(-c2cn3cccnc3n2)cc1NC(=O)c1c(-c2ccccc2Cl)noc1C
7) CCCC1c2ccc(C)n2CCN1C(=O)Nc1ccc(F)cc1 (configuration not stated)
10) O=C(CCC1N=C2c3ccccc3N=C(SCc3ccc(Cl)cc3)N2C1=O)NCc1ccco1 (configuration not stated)
11) CCOC(=O)N1CCN(c2cc(=O)n(-c3ccccc3Cl)c(=O)[nH]2)CC1
15) O=C(Cn1cnc2c(cnn2-c2ccc(Cl)cc2)c1=O)NCC1CCCO1 (configuration not stated)
16) COc1cccc(C2CC(c3cccc(Br)c3)n3ncnc3N2)c1 (configuration not stated)
screen / no.	1	2	3	7	10	11	15	16
Autofluor Jurkat	1	1.1	1.1	2.2	1.2	1.1	1.1	1.1
VLA-4 antagonist	6	1	-8	?	?	-2	-22	7
VLA-4 allo ag	5	-3	9	?	?	1	-4	-1
LNCaP diff act	2	5	3	8	0	12	16	7

20) Cn1c(Cn2c(=O)sc3ccccc32)nnc1SCC(=O)Nc1ccc(Cl)cc1
21) Clc1ccc(C2CC(c3cccs3)n3ncnc3N2)c(Cl)c1 (configuration not stated)
30) Cc1noc(C(=O)N2CCN(c3ccc(F)cc3)CC2)c1Cl
35) O=C(CSc1nnc(-c2ccccc2)o1)Nc1ccccc1F
screen / no.	20	21	30	35
Autofluor Jurkat	0.82	1.1	1.1	1
VLA-4 antagonist	-7	-1	-7	-19
VLA-4 allo ag	-1	-5	0	3
LNCaP diff act	7	14	5	23

# (more compounds)
43) COc1cccc(-n2nnc3c(=O)n(Cc4ccc(Cl)cc4)cnc32)c1
44) CC1(C)CC(CCNC(=O)c2ccco2)CC(C)(C)N1
45) CC1CCN(CCCNC(=O)COc2cc(=O)n(C)c3ccccc23)CC1
46) Cc1oc(-c2cccc(Cl)c2)nc1CN1CCC(C(=O)N2CCN(c3ccccc3F)CC2)CC1
47) COc1ccccc1CC(=O)NCc1ccc2c(c1)OCO2
48) COC(C)(C)c1cc(C(C)(C)C)nc(N)n1
screen / no.	43	44	45	46	47	48
Autofluor Jurkat	1	1.1	1.1	1.2	1.1	1.1
VLA-4 antagonist	5	-19	-5	18	-5	-16
VLA-4 allo ag	2	7	1	-7	4	5
LNCaP diff act	13	9	4	34*	7	3

# Full records from above. Values in the order: Autofluor Jurkat, VLA-4 antagonist, VLA-4 allo ag, LNCaP diff act
# COc1cccc(-n2nnc3c(=O)n(Cc4ccc(Cl)cc4)cnc32)c1 is listed with 1, 5, 2, 13
# CC1(C)CC(CCNC(=O)c2ccco2)CC(C)(C)N1 is listed with 1.1, -19, 7, 9

# The listing continues:
49) COc1ccc(N2CCN(C(=O)CCCOc3cc(=O)n(C)c4ccccc34)CC2)cc1
50) Cc1nc2sc(C(c3ccc(F)cc3)N3CCN(C(=O)c4ccco4)CC3)c(O)n2n1 (configuration not stated)
51) CCC(C)NS(=O)(=O)c1ccc(NC(=O)c2c(-c3ccccc3)noc2C)cc1 (configuration not stated)
52) O=C(NCCC1=CCCCC1)C1CCN(c2nnc(-n3cccc3)s2)CC1
53) COc1ccccc1C(=O)N(Cc1nc(-c2ccc(Cl)cc2)no1)C(C)C
54) CCOC(=O)C(C)n1cnc2c(nnn2-c2ccc(OC)cc2)c1=O (configuration not stated)
screen / no.	49	50	51	52	53	54
Autofluor Jurkat	1.2	1	1.1	1.1	1.1	1.1
VLA-4 antagonist	19	?	12	-13	19	-4
VLA-4 allo ag	-4	?	1	-6	0	4
LNCaP diff act	3	7	15	9	3	10

55) Cc1ccc(NC2=NCC(=O)N2c2ccc3c(c2)OCCO3)c(C)c1
56) CCOC(=O)c1c(C)oc(/N=C/c2ccccc2O)c1C#N
57) Cc1ccc2[nH]cc(C(=O)CN3CCC4(CC3)OCCO4)c2c1
58) CN(C)c1nc(N)nc(/C(C#N)=C/C2CC3C=CC2C3)n1 (configuration not stated)
59) Cc1cc(NC(=O)c2cccc(N3C(=O)CCC3=O)c2)no1
60) CCOC(=O)N1CCN(c2cc(C)nc3nc(C)nn23)CC1
screen / no.	55	56	57	58	59	60
Autofluor Jurkat	1	1	1.1	1.3	1	1
VLA-4 antagonist	-12	-1	-16	?	-12	-1
VLA-4 allo ag	7	-8	8	0	3	-2
LNCaP diff act	17	11	3	9	5	2

61) COc1ccc(C(=O)c2ccc(OC)c(N)c2)cc1N
62) CCc1nc(C)c(C#N)c2cc(OC)c(OC)cc12
63) CC(C)C1N=C2c3ccccc3N=C(SCC(=O)NCCc3ccc(S(N)(=O)=O)cc3)N2C1=O (configuration not stated)
64) O=C(c1cc2ccccn2n1)N1CCN(Cc2ccccc2)CC1
65) Cc1ccc(CNC(=O)CN2CCN(Cc3ccc(C)cc3)C2=O)cc1
66) CC(=O)N1CCc2cc(C(=O)CN3CCN(c4cccc(Cl)c4)CC3)ccc21
screen / no.	61	62	63	64	65	66
Autofluor Jurkat	0.92	0.95	1	1.1	1.1	0.9
VLA-4 antagonist	-32	-19	-6	-11	4	0
VLA-4 allo ag	7	-1	-1	-5	-3	0
LNCaP diff act	20	2	8	6	7	3

67) Cc1ccccc1CS(=O)(=O)Cc1ccc(C(=O)N2CCOCC2)o1
68) CC1CCCCC1NC(=O)c1cn(C)c2ccc(S(=O)(=O)N3CCCC3)cc2c1=O (configuration not stated)
69) CCC(C)NC(=O)c1c(-c2cc(Cl)c(OC)c(Cl)c2)noc1C (configuration not stated)
70) Cc1ccc(-c2[nH]nc3c2C(c2ccc(OC(=O)N4CCOCC4)cc2)C(C#N)=C(N)O3)cc1 (configuration not stated)
71) O=S(=O)(c1ccc2ccccc2c1)N(CC(O)CN1CCOCC1)c1ccccc1 (configuration not stated)
72) CC(C)CCOc1ccc(C(=O)CCNC(C)C(=O)O)cc1 (configuration not stated)
screen / no.	67	68	69	70	71	72
Autofluor Jurkat	1	1.2	1.1	1.2	0.92	1
VLA-4 antagonist	-11	14	-9	-11	-12	-6
VLA-4 allo ag	0	-10	1	-3	-2	6
LNCaP diff act	7	0	15	5	6	9

73) CN(C(=O)COc1cc(=O)n(C)c2ccccc12)c1ccc(Br)cc1
74) CCOc1ccc(CCN2C(=O)C3C4C=CC(C4)C3C2=O)cc1OCC (configuration not stated)
75) CC(C)OC(=O)c1nnc(Cc2ccc(F)cc2)o1
76) COc1ccc(OC)c(-c2cc(C(=O)N3CCN(c4ccccc4)CC3)no2)c1
77) CCn1c(=O)cc(SCC(=O)NCc2ccccn2)c2ccccc21
78) CCOC(=O)CNC(=O)C(=O)c1c(O)[nH]c2ccccc12
79) CCOC(=O)C1CCN(C(=O)C2CCN(c3nc4ccc(OC)cc4s3)CC2)CC1
80) Cc1ccc(S(=O)(=O)c2nc(-c3ccc(F)cc3)oc2SCC(N)=O)cc1
screen / no.	73	74	75	76	77	78	79	80
Autofluor Jurkat	1.1	0.99	1	1	1	1.1	1.1	1.1
VLA-4 antagonist	2	-1	-4	19	0	-27	-9	30
VLA-4 allo ag	-5	1	-2	-8	0	2	-1	-12
LNCaP diff act	12	9	12	10	22	11	7	6

# Screens: PubChem BioAssay, NMMLSC

# The list is partial; rates above refer to the full screens.
